PP5 primary: PP5 phosphatase inhibitors, primary screen, biochemical, fluorescence; Serine/threonine-protein phosphatase 5 (Homo sapiens), P53041; purified PP5c, OMFP substrate fluorescence; inhibition, % at 6.7 µM; hit rate 0.18% among 320,000; AID 1987, 2009;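 active means inhibition above the campaign's mean inhibition across all tested compounds plus 3 SD, cut at about 9.5% in these data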;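 further: 0% = DMSO only and 100% = 100 µM cantharidin control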
GASC-1 inh: inhibitors of GASC-1 histone demethylase, primary screen, biochemical, fluorescence, DELFIA europium | GST-JMJD2C(1-420) H3K9me3 demethylation | inhibition, % at 2.35 µM | hit rate 0.069% among 330,000;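 active means more than half of a compound's replicate wells show inhibition beyond 50%, single wells judged on their own value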;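 further: signal counts dimethyl H3K9 product captured on neutravidin plate; 0% = median of DMSO wells and 100% = 0.3 times that DMSO median; strong numbers were not always called active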
Target sequence (Q9H3R0 1-420 limits assumed): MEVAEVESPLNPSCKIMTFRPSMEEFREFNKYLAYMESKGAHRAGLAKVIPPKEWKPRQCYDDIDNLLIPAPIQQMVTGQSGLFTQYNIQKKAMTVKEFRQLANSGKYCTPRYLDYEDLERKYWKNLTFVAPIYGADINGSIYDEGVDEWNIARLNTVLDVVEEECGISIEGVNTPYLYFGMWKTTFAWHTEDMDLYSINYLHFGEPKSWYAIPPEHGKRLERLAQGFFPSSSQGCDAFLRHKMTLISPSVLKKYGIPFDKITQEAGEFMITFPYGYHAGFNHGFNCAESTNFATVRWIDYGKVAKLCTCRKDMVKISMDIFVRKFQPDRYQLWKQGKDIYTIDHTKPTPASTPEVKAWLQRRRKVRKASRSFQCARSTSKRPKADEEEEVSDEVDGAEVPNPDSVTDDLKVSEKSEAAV
HCV core dimer: inhibitors of HCV core protein dimerization, primary screen, biochemical, TR-FRET, high-throughput; TR-FRET GST/Flag-core106 dimerization, 1536-well; inhibition, % at 5 µM; hit rate 0.33% among 300,000; AID 1899, 2009;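 active means inhibition above the mean of all tested compounds plus 3 SD, set per screening campaign, cut at about 45% in these data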
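System – GST-tagged and Flag-tagged HCV core protein residues 1-106 · Repeats – one well for each compound · Technique – TR-FRET 671 and 617 nm emission · Doses – one concentration, 5 µM, in 0.5% DMSO · Times – 4 h, 22.5 °C incubation · Also added – Eu donor and XL665 acceptor anti-tag antibodies · Measure – percent inhibition of core106 dimerization signal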
PP1 counter: PP1-alpha phosphatase inhibitors, primary screen, counter-screen for PP5 inhibitor project, biochemical, fluorescence, OMFP substrate, single point | Serine/threonine-protein phosphatase PP1-alpha catalytic subunit (Homo sapiens), P62136 | purified PP1alpha | inhibition, % at 6.7 µM | hit rate 0.9% among 320,000 | AID 2235, 2010;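 active means inhibition above the mean inhibition of all tested compounds plus 3 SD, computed separately for each screening campaign, cut at about 15% in these data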
Target sequence (P62136 whole entry, looked up): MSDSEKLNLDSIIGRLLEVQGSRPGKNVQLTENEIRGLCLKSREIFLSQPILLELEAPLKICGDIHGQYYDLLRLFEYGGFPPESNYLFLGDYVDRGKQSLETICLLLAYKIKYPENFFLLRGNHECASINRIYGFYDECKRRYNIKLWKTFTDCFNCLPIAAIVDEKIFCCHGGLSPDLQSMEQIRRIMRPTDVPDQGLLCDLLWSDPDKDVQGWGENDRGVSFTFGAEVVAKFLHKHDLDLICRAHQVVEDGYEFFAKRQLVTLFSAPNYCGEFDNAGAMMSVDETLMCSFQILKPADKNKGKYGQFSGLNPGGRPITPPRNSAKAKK
CTSL1 counter: Fasciola hepatica cathepsin L1 inhibitors, primary screen, counter-screen for PFM18AAP inhibitor project, biochemical, QFRET, fluorogenic peptide substrate | recombinant F. hepatica cathepsin L1, Z-Leu-Arg-MCA fluorescence | inhibition, % at 5.96 µM | hit rate 0.49% among 300,000 | AID 1906, 2009;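 active means inhibition above the mean of all tested compounds plus 3 SD, set per screening campaign, cut at about 17% in these data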;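 further: 0% = plate median of test compound wells and 100% = 1 µM Z-Phe-Ala-diazomethylketone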
GRK2 aptamer HTS: compounds blocking aptamer binding on GRK2 – biochemical, human GRK2, bead flow cytometry, HTS, primary screen; hit rate 0.59% among 330,000; inhibition of aptamer binding, % at 10 µM; FAM-aptamer displacement from GRK2;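 active means inhibition of aptamer binding above 40%, roughly 3 SD of noise, on plates passing a quality check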;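 further: median bead fluorescence of bound FAM aptamer so fluorescent compounds give negative values; no value below 0 was filed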
VLA-4 inh: inhibition in human VLA-4 binding assay, primary screen, VLA-4 allosteric modulator project, MLPCN library, flow cytometry, VLA-4 expressing cells | AID 2557, 2010 | Integrin alpha-4 (Homo sapiens), P13612 | ligand binding flow cytometry | inhibition, % (about 7 µM as worked out from the volumes in the protocol) | hit rate 0.2% among 330,000; in the data active means inhibition above about 50%
procasp3 activ: activators of human procaspase-3 D3A mutant, primary screen, biochemical, absorbance, PC-3 D3A mutant, single concentration | activation, % at 8.5 µM | recombinant procaspase-3 D3A, Ac-DEVD-pNA absorbance 405 nm | hit rate 0.11% among 330,000;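 active means activation above the mean of all tested compounds plus 3 SD, cut at about 21% in these data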;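 further: 0% = DMSO alone and 100% = DMSO wells spiked with extra 5 µM PC-3 D3A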
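System: Procaspase-3 D3A mutant. Medium: Zinc-free 300 mM NaCl, 50 mM HEPES, 0.01% Triton X-100. Schedule: 1 h preincubation plus 2 h reaction at 25 °C. Measured by: 405 nm absorbance of p-nitroaniline, reads at 0 and 120 min. Read-out: percent activation relative to control range.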
proCasp7 act: procaspase-7 activators, primary screen, counter-screen for procaspase-3 activator project, biochemical, absorbance, HTS, human; activation, % at 8.5 µM; recombinant procaspase-7, Ac-DEVD-pNA absorbance 405 nm; D23A/D198A/D206A triple mutant, cannot self-cleave; scale: DMSO 0, 5 µM enzyme 100; Caspase-7 (Homo sapiens), P55210; hit rate 0.093% among 330,000; AID 463210, 2010;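 active means percent activation above the screen-wide mean plus 3 SD, cut at about 25% in these data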
Target sequence (P55210 whole entry D23A/D198A/D206A): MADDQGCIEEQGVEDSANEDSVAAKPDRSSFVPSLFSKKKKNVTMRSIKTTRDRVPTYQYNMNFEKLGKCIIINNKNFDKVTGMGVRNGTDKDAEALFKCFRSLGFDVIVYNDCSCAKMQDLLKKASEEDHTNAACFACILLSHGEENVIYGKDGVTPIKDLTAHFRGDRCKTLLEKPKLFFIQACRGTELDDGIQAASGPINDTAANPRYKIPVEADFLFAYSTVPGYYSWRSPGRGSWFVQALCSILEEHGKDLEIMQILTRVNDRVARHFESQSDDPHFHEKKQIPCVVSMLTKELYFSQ
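Test system: Procaspase-7 triple mutant (PC-7 D3A). Also added: Ac-DEVD-pNA substrate, 400 µM as added. Schedule: 1 h enzyme–compound preincubation and 2 h substrate reaction, both 25 °C. Signal: p-Nitroaniline absorbance at 405 nm, read at 0 and 120 min. Control set: low DMSO alone, high DMSO plus 5 µM PC-7.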
* marks the source's active call; other numbers are inactive results. Outcome played no part in choosing rows, and some 2.6% of all compounds hit somewhere here.

For Cc1ccc(NC(=S)/N=C(\N)Nc2nc(C)c3cc(C)c(C)cc3n2)cc1C the results were PP5 primary -1.4, GASC-1 inh 1, HCV core dimer 21, PP1 counter -3, CTSL1 counter -2, GRK2 aptamer HTS 2, VLA-4 inh 6, procasp3 activ -9 and proCasp7 act 4.
NS(=O)(=O)c1ccc(CCNc2nc3c(-c4cccc(F)c4)nnn3c3ccccc23)cc1 was read as PP5 primary 1.0, GASC-1 inh 10, HCV core dimer 24, PP1 counter -2, CTSL1 counter 0, GRK2 aptamer HTS 0, procasp3 activ -2 and proCasp7 act -2.
`Cn1c(N)c(C(=O)c2ccccc2)c(=O)n(C)c1=O` gave PP5 primary 1.2, GASC-1 inh 10, HCV core dimer -7, PP1 counter -1, CTSL1 counter 2, GRK2 aptamer HTS 3, VLA-4 inh -20, procasp3 activ -5 and proCasp7 act -9.
`COc1ccc(OCC(=O)Nc2ccc3oc(-c4ccncc4)nc3c2)cc1` gave PP5 primary 3.0, GASC-1 inh 3, HCV core dimer -132, PP1 counter 3, CTSL1 counter 0, GRK2 aptamer HTS 0, VLA-4 inh -5, procasp3 activ -3 and proCasp7 act -2.
For O=C(CSc1n[nH]c(-c2ccncc2)n1)Nc1ccccn1 the results were PP5 primary 0.8, GASC-1 inh 0, HCV core dimer -4, PP1 counter -1, CTSL1 counter -4, GRK2 aptamer HTS 9, VLA-4 inh 2, procasp3 activ 8 and proCasp7 act 3.
Screening COc1ccc(NC(C)=O)cc1S(=O)(=O)Nc1ccc2c(c1)OCCO2 returned PP5 primary 3.3, GASC-1 inh -5, HCV core dimer 0, PP1 counter -1, CTSL1 counter -5, GRK2 aptamer HTS 0, VLA-4 inh 16, procasp3 activ 3 and proCasp7 act 7.
N#CC1=C(N)OC2=C(C(=O)CC(c3ccccc3)C2)C1c1cccnc1 (centres undefined) was read as PP5 primary 1.1, GASC-1 inh 15, HCV core dimer -6, PP1 counter 4, CTSL1 counter -1, GRK2 aptamer HTS 1, VLA-4 inh -10, procasp3 activ 6 and proCasp7 act -2.
For CCCNC(=O)N1CCN(S(=O)(=O)c2ccc3c(c2)OCCO3)CC1 the results were PP5 primary 1.9, GASC-1 inh -2, PP1 counter -2, GRK2 aptamer HTS 0, VLA-4 inh 2, procasp3 activ 4 and proCasp7 act 9.
`COC(=O)/C=C/C(=O)N1CCN(c2ccccc2)CC1` gave PP5 primary 2.7, GASC-1 inh 5, HCV core dimer 0, PP1 counter 1, CTSL1 counter 2, GRK2 aptamer HTS 0, VLA-4 inh 16, procasp3 activ -5 and proCasp7 act 0.
Screening CC(=O)Nc1cccc2c1C(=O)N(c1ccc(OC(C)=O)cc1)C2=O returned PP5 primary 0.4, GASC-1 inh -1, HCV core dimer -7, PP1 counter 0, CTSL1 counter -10, GRK2 aptamer HTS 0, VLA-4 inh -2, procasp3 activ -4 and proCasp7 act 2.
`CNC(=S)N1CCN(C(=O)c2ccco2)CC1` gave PP5 primary -1.9, GASC-1 inh 0, HCV core dimer -2, PP1 counter -3, CTSL1 counter -3, GRK2 aptamer HTS 3, VLA-4 inh 17, procasp3 activ 2 and proCasp7 act 4.
Cc1csc(NC(=O)CSc2nnc(-c3ccccc3)o2)n1 was read as PP5 primary 3.7, GASC-1 inh -9, HCV core dimer 6, PP1 counter 0, CTSL1 counter -1, GRK2 aptamer HTS 3, VLA-4 inh -20, procasp3 activ 1 and proCasp7 act -9.
CNC[C@H](CC1CCCCC1)NC[C@H](NCCC1CCCC1)[C@H](C)O was read as PP5 primary -0.6, GASC-1 inh -5, HCV core dimer -18, PP1 counter 2, CTSL1 counter 1, GRK2 aptamer HTS 0, VLA-4 inh 14, procasp3 activ 3 and proCasp7 act -1.
For COc1ccc(OC)c(NC(=O)COC(=O)c2c3c(nc4ccccc24)CCCC3)c1 the results were PP5 primary 7.5, GASC-1 inh 2, HCV core dimer 7, PP1 counter 6, CTSL1 counter -21, GRK2 aptamer HTS 73*, VLA-4 inh -65, procasp3 activ 1 and proCasp7 act -6.
O=C(COc1cc(F)ccc1[N+](=O)[O-])Nc1ccc(N2CCOCC2)cc1 was read as PP5 primary 0.5, GASC-1 inh 10, HCV core dimer -8, PP1 counter -2, CTSL1 counter 5, GRK2 aptamer HTS 0, VLA-4 inh -7, procasp3 activ 1 and proCasp7 act 1.
CC(C)NC(=O)c1ccc2c(c1)N(CC(=O)N1CCCCC1)C(=O)C(C)(C)O2 was read as PP5 primary 3.0, GASC-1 inh 16, HCV core dimer 1, PP1 counter 4, CTSL1 counter -1, GRK2 aptamer HTS 0, VLA-4 inh 3, procasp3 activ 5 and proCasp7 act 10.
COC(=O)CSc1nc(NC#N)nc(NC(C)C)n1 was read as PP5 primary 4.4, GASC-1 inh 2, HCV core dimer 2, PP1 counter -2, CTSL1 counter -1, GRK2 aptamer HTS 3, VLA-4 inh -11, procasp3 activ 0 and proCasp7 act 2.
For CCOC(=O)c1sc2nccc(N(C)C)c2c1N=CN(C)C the results were PP5 primary 0.5, GASC-1 inh 11, HCV core dimer -3, PP1 counter -3, CTSL1 counter 1, GRK2 aptamer HTS 3, VLA-4 inh 0, procasp3 activ 1 and proCasp7 act -8.
Screening CCN(CC)S(=O)(=O)c1cccc(C(=O)Nc2nncs2)c1 returned PP5 primary 1.6, GASC-1 inh 7, HCV core dimer -21, PP1 counter -4, CTSL1 counter 3, GRK2 aptamer HTS 2, VLA-4 inh -6, procasp3 activ 7 and proCasp7 act 4.
`CC(C)CN1C=C2C(=O)C(C)(OC(=O)CCc3ccccc3)C(=O)C=C2C=C1c1ccc(C#N)cc1` (centres undefined) gave PP5 primary 4.1, GASC-1 inh 1, HCV core dimer 17, PP1 counter 0, CTSL1 counter 0, GRK2 aptamer HTS 3, VLA-4 inh 9, procasp3 activ 9 and proCasp7 act 6.
`CC(=O)c1ccc(N2CCN(C(=O)Cc3ccccc3)CC2)c(F)c1` gave PP5 primary 0.8, GASC-1 inh -12, HCV core dimer 3, PP1 counter -14, CTSL1 counter -1, GRK2 aptamer HTS 0, VLA-4 inh 4, procasp3 activ -3 and proCasp7 act -13.
Screening O=C1N(CCCN2C(=O)C3(OCCO3)c3ccccc32)c2ccccc2C12OCCO2 returned PP5 primary 4.7, GASC-1 inh 7, HCV core dimer 5, PP1 counter 1, CTSL1 counter 13, GRK2 aptamer HTS 5, VLA-4 inh -1, procasp3 activ -4 and proCasp7 act 7.
Screening CCC(C)NC(=O)CS(=O)(=O)Cc1nc(-c2cccc(OC)c2)oc1C (centres undefined) returned PP5 primary -1.0, GASC-1 inh 15, HCV core dimer 3, PP1 counter 1, CTSL1 counter -5, GRK2 aptamer HTS 4, VLA-4 inh -4, procasp3 activ 7 and proCasp7 act -5.
Cn1c(=NC(=O)CS(=O)(=O)c2ccccc2)sc2cc([N+](=O)[O-])ccc21 was read as PP5 primary -1.0, GASC-1 inh -3, HCV core dimer -3, PP1 counter -3, CTSL1 counter 1, GRK2 aptamer HTS 1, VLA-4 inh 0, procasp3 activ 4 and proCasp7 act -1.
CC(=O)Nc1ccc(Nc2ncc([N+](=O)[O-])c(Nc3ccc(NC(C)=O)cc3)n2)cc1 was read as PP5 primary 2.2, GASC-1 inh -7, HCV core dimer -4, PP1 counter -3, CTSL1 counter 1, GRK2 aptamer HTS 0, VLA-4 inh 7, procasp3 activ 3 and proCasp7 act 8.
`COc1ccc(C2C(C(=O)NCc3ccccn3)c3cc(OC)c(OC)cc3C(=O)N2C)cc1` (centres undefined) gave PP5 primary -0.8, HCV core dimer -7, PP1 counter -3, CTSL1 counter -1, GRK2 aptamer HTS 2, VLA-4 inh 4, procasp3 activ -6 and proCasp7 act 2.
O=C(c1ccc(Cl)cc1[N+](=O)[O-])N1CCN(c2ccccn2)CC1 was read as PP5 primary -0.4, GASC-1 inh 4, HCV core dimer 8, PP1 counter -3, CTSL1 counter 0, GRK2 aptamer HTS 82*, VLA-4 inh 5, procasp3 activ 1 and proCasp7 act 10.
Screening CC(=O)N1CCN(c2cccc(C)c2C)CC1 returned PP5 primary 0.3, GASC-1 inh -32, HCV core dimer -2, PP1 counter -4, CTSL1 counter -3, GRK2 aptamer HTS 4, VLA-4 inh 5, procasp3 activ -1 and proCasp7 act 2.
For CC(C)C[C@H](NC(=O)c1nc[nH]c1C(=O)NCCNC(=O)OC(C)(C)C)C(=O)CNCCNC(=O)c1[nH]cnc1C(=O)N[C@@H](C)C(=O)OC(C)(C)C the results were GRK2 aptamer HTS 2, VLA-4 inh -11, procasp3 activ 1 and proCasp7 act -2.
CCOc1ncccc1C(=O)Nc1cccc(-c2nc3cccnc3s2)c1 was read as PP5 primary 0.4, GASC-1 inh -5, HCV core dimer 7, PP1 counter 0, CTSL1 counter 0, GRK2 aptamer HTS 3, VLA-4 inh -11, procasp3 activ -4 and proCasp7 act 0.
For Cc1cc(C(=O)NNC(=S)Nc2ccccc2C)cs1 the results were PP5 primary 1.5, GASC-1 inh -11, HCV core dimer -2, PP1 counter -3, CTSL1 counter -5, GRK2 aptamer HTS 0, VLA-4 inh 13, procasp3 activ -9 and proCasp7 act -2.
`Cc1ccc(/C=N/n2c(-c3ccco3)n[nH]c2=S)cc1` gave PP5 primary -0.7, GASC-1 inh -7, HCV core dimer 1, PP1 counter -5, CTSL1 counter -3, GRK2 aptamer HTS 2, VLA-4 inh 2, procasp3 activ -11 and proCasp7 act -17.
For Cc1ccc(C(=O)NCC(=O)N2CCN(S(=O)(=O)c3cccs3)CC2)s1 the results were PP5 primary -4.2, GASC-1 inh 11, HCV core dimer 4, PP1 counter -4, CTSL1 counter 1, GRK2 aptamer HTS 0, VLA-4 inh 11, procasp3 activ 7 and proCasp7 act 8.
Screening Cc1nnc(SCC(=O)NCCc2ccccc2)s1 returned PP5 primary 2.1, GASC-1 inh -4, HCV core dimer -6, PP1 counter 0, CTSL1 counter -2, GRK2 aptamer HTS 2, VLA-4 inh -11, procasp3 activ 14 and proCasp7 act 7.

Screening results from PubChem.
